Assay outcomes as filed in PubChem.
G6PDH CS: counter-screen for G6PDH assay hits: L. mesenteroides G6PDH inhibition. Purified L. mesenteroides G6PDH, diaphorase/resazurin coupled fluorescence, 45 min. hit rate 0.12% among 200,000. inhibition, % at 5 µM
Hsp70 activator: switches on Hsp70 transcription; activation, % at 10 µM; HeLa Hsp70 promoter luciferase reporter, luminescence; scaled: vehicle 0, proteasome-inhibitor control 100%; hit rate 0.04% among 200,000;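 active means activation above the mean across all tested compounds plus 3 SD, cutoff set per campaign, cut at about 5.5% in these data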;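 further: 100% = MG132 at 30 µM as the positive control and 0% = DMSO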
TLR4 MyD88 comp: inhibitors of human TLR4-MyD88 binding; AID 861; hit rate 0.18% among 200,000; HeLa CL3-4 TLR4/MyD88 BLA complementation, FRET ratio; O00206+Q99836; inhibition, % at 8.4 µM; in the data active means inhibition above about 25%;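 further: 0% = vehicle and 100% = reference inhibitor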
PMI act: activators of human phosphomannose isomerase. purified human PMI, coupled resazurin fluorescence, 20 min; stronger effect = higher value; 1 = vehicle control, 0 substrate-free wells. hit rate 0.005% among 190,000. AID 1214. activation factor at 20 µM;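 active means activation factor of 2 or more at 20 µM, relative to plate controls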
Target sequence (P34949 whole entry, looked up): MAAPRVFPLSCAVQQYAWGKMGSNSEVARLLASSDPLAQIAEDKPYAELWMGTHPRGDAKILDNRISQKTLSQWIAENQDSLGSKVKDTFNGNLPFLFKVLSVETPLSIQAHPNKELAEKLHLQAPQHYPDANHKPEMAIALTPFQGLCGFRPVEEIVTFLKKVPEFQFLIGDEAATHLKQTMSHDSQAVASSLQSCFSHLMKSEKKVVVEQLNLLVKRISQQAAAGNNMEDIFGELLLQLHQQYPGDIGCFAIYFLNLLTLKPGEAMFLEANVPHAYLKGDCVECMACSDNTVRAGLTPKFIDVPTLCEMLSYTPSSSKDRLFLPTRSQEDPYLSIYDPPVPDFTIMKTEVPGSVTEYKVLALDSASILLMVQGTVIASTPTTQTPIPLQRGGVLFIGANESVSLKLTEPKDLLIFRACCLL
Diaph inh CS: counter-screen for diaphorase-based assays: diaphorase inhibitors and chemical oxidizers | inhibition, % at 20 µM | diaphorase resazurin-to-resorufin fluorescence, NADH, 16 min; bacterial (C. kluyveri) enzyme, not human | hit rate 0.69% among 190,000 | AID 1217;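 active means primary screen inhibition at 20 µM above a set limit, cut at about 50% in these data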;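 further: plate controls were DMSO with full reaction for no effect and wells lacking NADH for full effect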
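Assay system: diaphorase enzyme from Clostridium kluyveri; Input: enzyme working solution with 0.14 U/mL diaphorase; Timing: 16 min at room temperature; Technique: resorufin fluorescence, excitation 544 nm, emission 590 nm; Benchmarks: positive control minus NADH, DMSO neutral control.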
S1P3 antagonist: antagonists of human S1P3 receptor; Q99500; CHO S1P3 NFAT-BLA reporter, FRET fluorescence, antagonist mode; inhibition, % at 4.98 µM; hit rate 0.27% among 170,000; AID 485;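 active means inhibition above the plate cutoff, the mean inhibition of test wells on that plate plus 3 SD, cut at about 28% in these data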;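 further: cells challenged with S1P at its EC80 of 0.8 µM; blue over green emission ratio from cleaved BLA substrate after 4 h stimulation; 0% = S1P-stimulated wells and 100% = unstimulated DMSO-only wells; some compounds past the cut are filed as inactive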
Target sequence (Q99500 whole entry, looked up): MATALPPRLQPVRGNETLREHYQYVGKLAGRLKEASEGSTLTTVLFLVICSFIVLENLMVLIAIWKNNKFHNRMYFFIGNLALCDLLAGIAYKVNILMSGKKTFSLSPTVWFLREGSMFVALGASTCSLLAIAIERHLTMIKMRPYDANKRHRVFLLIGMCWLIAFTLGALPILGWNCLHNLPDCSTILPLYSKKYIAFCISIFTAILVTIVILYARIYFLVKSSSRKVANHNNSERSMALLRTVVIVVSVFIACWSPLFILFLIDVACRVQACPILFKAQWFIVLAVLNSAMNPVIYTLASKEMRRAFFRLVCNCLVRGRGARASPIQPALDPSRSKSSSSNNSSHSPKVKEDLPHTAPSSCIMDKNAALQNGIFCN
Diaph act CS: counter-screen for diaphorase-based assays: diaphorase activators and chemical reducers; activation factor at 20 µM; hit rate 0.005% among 190,000; AID 1229; Diaphorase/resazurin coupled assay, resorufin fluorescence, 16 min; stronger effect = higher value; 1 = vehicle wells, 0 = NADH-free wells;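 active means diaphorase activity raised at least twofold by the compound at 20 µM; inactive means activation factor below 2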
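test system = bacterial diaphorase enzyme (C. kluyveri) | quantity = enzyme 0.07 U/mL final | reagent = NADH substrate 0.114 mM plus resazurin dye 0.1 mM, final | incubation = 16 min enzyme reaction, ambient temperature | buffer or medium = HEPES pH 7.4 buffer with MgCl2 and Tween 20 | signal = fluorescence of resorufin, 544 nm excitation, 590 nm emission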
Lmaj promast: inhibitors of Leishmania major promastigote growth; Leishmania major promastigotes, resazurin fluorescence viability; inhibition, % at 10 µM; hit rate 9% among 200,000; AID 1063;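 further: promastigotes grown with compound for 44 hours at 28 °C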
PMI act satM6P: PMI (human) activation, high substrate; P34949; coupled PMI enzyme assay, resazurin fluorescence, 20 min; stronger effect = higher value; 1 = untreated enzyme, 0 = substrate-free blank; activation factor at 20 µM; hit rate 0.34% among 190,000;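 active means activation factor of 2 or more at 20 µM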
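Test system: Human PMI in coupled enzyme assay | Input: 15 ng/mL PMI | Medium: HEPES-buffered pH 7.4 with magnesium and detergent | Compound: One concentration, 20 µM, in 1% DMSO | Incubation: Enzyme reaction with compound 20 min at room temperature | Detection: Diaphorase-driven resazurin-to-resorufin fluorescence, excitation 544, emission 590 nm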
RAM inhibit: blocks the yeast RAM network. S. cerevisiae dse1pr::URA3 reporter, 5-FOA growth OD615, 2 d; analog-sensitive cbk1-as2 kinase mutant strain. inhibition, % at 50 µM. hit rate 1.8% among 190,000. AID 868;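 active means inhibition above a set limit, 3 SD over mean compound inhibition, cut at about 8.4% in these data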;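 further: 0% = DMSO-only wells with no growth and 100% = 10 µM 1-NA-PP1 full growth; inhibition rescues growth on 5-FOA so higher OD means more RAM inhibition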
Redox H2O2 prof: compounds producing H2O2 with reducing agent – biochemical, NIH compound library profiling, artefact control for MLSCN library redox annotation, primary screen | DTT-dependent redox cycling H2O2, phenol red/HRP absorbance; 100% = 100 µM peroxide control, 0% = buffer | activation, % at 10 µM | hit rate 0.03% among 200,000 | AID 878;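 active means activation of at least 50% relative to the plate's high and low controls in the primary single-dose screen; inactive means activation below 50%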;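 further: compound incubated with DTT at 0.8 mM final as the reducing agent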
Active calls of the source: *; . = no result given. Unless noted, no stated cut-off is given here; in the data, active means inhibition above about 50%; inactive means the rest.

SMILES	G6PDH CS	Hsp70 activator	TLR4 MyD88 comp	PMI act	Diaph inh CS	S1P3 antagonist	Diaph act CS	Lmaj promast	PMI act satM6P	RAM inhibit	Redox H2O2 prof
COc1ccc(CCC(=O)Nc2ccc(Br)cn2)cc1	13	-0.1	-1	1	-1	17	1	-8	1	3.2	-2.4
O=C(Nc1ccccc1)c1cc2ccccc2[nH]1	10	2.1	-6	1	4	4	1	-2	0.9	2.1	-0.4
COc1ccc(/C=C2\C(=O)ON=C2c2cccc([N+](=O)[O-])c2)cc1	-1	-0.3	7	1.2	19	-20	0.8	34	1.1	-0.2	4.8
N=C1C(c2nc3ccccc3s2)=C(O)CN1c1ccccc1	18	0.2	-9	1	-12	5	1.1	7	1	6.1	-0.1
COc1ccc(CCN(C(=O)COc2ccccc2)c2nc(-c3ccccc3)cs2)cc1OC	1	-0.1	-12	0.8	17	.	0.8	52*	0.9	1.9	-3.5
O=C(Nc1ccc(Cl)cc1)N1CCSc2ccccc21	8	-0.2	1	0.9	5	.	1	90*	0.9	3.0	-4.4
CC1CCCCC1NC(=O)Cn1cnc2ccccc2c1=O (stereo unspecified)	-9	0.0	-5	1	10	-27	0.9	-5	1.1	0.1	0.1
COc1ccc([N+](=O)[O-])cc1NC(=O)Cc1ccccc1Cl	2	-0.4	1	1	12	-6	0.9	-5	1	3.7	0.0
Cc1ccc(S(=O)(=O)CCSc2nc(C)cc(C)c2C#N)cc1	1	0.5	-5	0.9	10	2	0.9	2	0.9	6.5	-0.7
CCCCN(CCCC)S(=O)(=O)c1ccc(NC(=O)Cc2cccs2)cc1	14	-0.1	-2	0.8	25	.	0.8	30	0.8	-0.5	0.3
COC(=O)Nc1nn(-c2ccc(OC)cc2)c(=O)c(C#N)c1C	-3	-0.1	14	1	14	-7	0.9	9	0.8	1.1	0.3
Cn1cc(CNCc2ccccc2OCC(O)CN2CCc3ccccc3C2)cn1 (stereo unspecified)	6	-0.1	-9	0.9	-7	1	1.1	9	1.1	-0.4	-0.4
COc1cccc(CSc2nnc(-c3ccco3)n2C)c1	14	-0.3	8	1.1	5	-2	1	-2	1.1	0.7	2.2
CCC(C)(C)n1nnnc1C(c1cc2cc(C)ccc2[nH]c1=O)N1CCCC1 (stereo unspecified)	-19	-0.3	-5	1.4	25	-17	0.7	8	1.9	0.0	2.8
Cn1c(COc2ccc(Br)cc2)nnc1SC1CCc2ccccc2C1=O (stereo unspecified)	-19	-0.1	7	0.8	20	-10	0.8	-1	0.7	2.7	0.0
Cc1nn(C)cc1CNC(=O)c1cccc(F)c1	7	-0.3	-17	0.9	20	9	0.8	-3	0.9	0.0	0.1
CC(=O)c1ccc(NC(=O)c2ccc(S(=O)(=O)N3CCCC3)cc2)cc1	-2	0.2	4	1	-3	-14	1	98*	1	2.1	2.3
NNC(=O)c1sccc1OCc1ccc(Cl)cc1Cl	0	-0.4	-7	1	11	14	0.9	16	1	0.2	-2.4
COC(=O)c1nc(-c2ccccc2)oc1N1CCOCC1	-2	0.3	9	1	9	-2	0.9	-6	1	0.6	-2.3
Cc1c[n+]([O-])n(-c2ccc(C(=O)O)cc2)n1	2	-0.3	5	1	14	-6	0.9	-2	1	2.7	-3.3
CCOC(=O)C1=C(C)NC(=O)NC1c1ccc(F)cc1 (stereo unspecified)	-4	-0.2	-5	1	12	9	0.9	-6	1	0.4	0.1
CC(C)OC(=O)C(C(=O)C(F)(F)F)c1cc(NS(=O)(=O)c2ccc3ccccc3c2)c2ccccc2c1O (stereo unspecified)	3	-0.1	2	0.9	34	-12	0.7	16	0.5	4.9	0.0
COc1ccc(CNC(N)=O)cc1OC	1	-0.4	7	1.1	2	.	1	-4	1	2.9	0.0
CN(c1cccc(NC(=O)c2ccc(Cl)c(S(=O)(=O)Nc3ccccc3)c2)c1)S(C)(=O)=O	19	0.3	3	0.8	16	.	0.8	-2	0.9	2.5	-2.1
COc1ccc(CNC(=O)c2csc(Cc3ccc(Cl)cc3)n2)cc1	3	0.2	10	0.8	25	.	0.8	-3	0.8	0.8	2.0

Just RAM inhibit, Hsp70 activator and PMI act satM6P, for 2 of the compounds above:
smiles | RAM inhibit | Hsp70 activator | PMI act satM6P
COc1ccc([N+](=O)[O-])cc1NC(=O)Cc1ccccc1Cl | 3.7 | -0.4 | 1
Cc1ccc(S(=O)(=O)CCSc2nc(C)cc(C)c2C#N)cc1 | 6.5 | 0.5 | 0.9

More compounds.
SMILES	G6PDH CS	Hsp70 activator	TLR4 MyD88 comp	PMI act	Diaph inh CS	S1P3 antagonist	Diaph act CS	Lmaj promast	PMI act satM6P	RAM inhibit	Redox H2O2 prof
CCOC(=O)N1CCN(c2c(-c3ccccc3)c3cc(Cl)ccc3[nH]c2=O)CC1	13	0.0	9	0.9	10	-3	0.9	0	0.9	-0.7	-4.2
CCOc1ccc2nc(NC(=O)c3ccc(OCC4CCCO4)cc3)sc2c1 (stereo unspecified)	-49	-0.3	-1	0.8	31	21	0.7	86*	0.8	6.2	0.6
CCC(=O)NC(Nc1ncc(C)s1)(C(=O)OC)C(F)(F)F (stereo unspecified)	13	-0.3	6	1	7	.	0.9	-6	1	0.6	0.4
Cc1cccc(OCC(=O)N(C)CCc2ccccn2)c1	1	1.2	10	1	0	.	1	0	1.1	0.5	-2.4
CCOC(=O)COc1c(Br)cc(C2NC(=O)NC(C)=C2C(C)=O)cc1OC (stereo unspecified)	4	0.5	10	1	10	.	0.9	-4	1	2.0	-0.6
COC(=O)c1nc(NC(=O)C(C)(C)C)n[nH]1	-3	-0.2	1	0.9	10	.	0.9	-9	0.9	2.9	-0.5
COc1ccc(Cl)cc1NC(=O)C(C)NC(c1ccccc1)c1ccccc1 (stereo unspecified)	-18	-0.4	-9	0.8	38	-6	0.6	26	0.8	2.7	1.2
CSCCNC(C)=O	1	-0.3	2	1.1	-2	.	1	-3	1.1	0.0	0.5
CCOc1ccccc1/C=C(/NC(=O)c1ccccc1)C(=O)NCC(=O)O	-5	-0.4	13	0.8	22	1	0.8	-3	0.9	0.5	0.1
Cc1oc(-c2ccccc2F)nc1CS(=O)(=O)CC(=O)N1CCN(c2ccccc2)CC1	-1	-0.2	-2	1	22	.	0.8	2	1	0.7	-1.0
Cc1ccc(-c2noc(-c3ccccc3Br)n2)cc1	6	0.3	0	1	22	-12	0.8	-6	0.9	2.8	3.1
CN=c1sc2ccccc2n1CC(O)COc1ccccc1 (stereo unspecified)	-2	-0.1	-5	0.9	22	.	0.8	28	0.9	1.7	0.0
CSCCC1NC(=O)NC1=O (stereo unspecified)	4	.	.	1.1	11	-2	0.9	.	1	-0.2	.
CCc1ccc(-c2csc(NC(=O)C3CC(=O)N(c4ccc5c(c4)OCCO5)C3)n2)cc1 (stereo unspecified)	-2	0.0	2	0.8	33	-10	0.7	98*	0.8	1.0	0.1
C#CCNC(=O)C1=C[C@H](c2coc3ccccc3c2=O)C[C@H](OCCCCO)O1	13	0.0	0	0.9	23	4	0.8	-4	0.9	1.0	1.0
N#Cc1nc(-c2ccc(OCc3ccc(Cl)cc3)cc2)oc1NCc1cccnc1	1	0.3	3	0.9	11	12	0.9	-2	0.9	0.3	1.6
Cc1ccc(/C=C/C(=O)O)cc1S(=O)(=O)Nc1ccccc1C(=O)O	5	0.0	-9	1	11	1	0.9	1	0.9	2.8	0.2
Cc1ccccc1OCC(=O)NC(Cc1c[nH]c2ccccc12)C(=O)O (stereo unspecified)	15	-0.3	-11	1.1	7	-4	0.9	-2	1	0.9	-1.8
Cc1cc(C)c(S(=O)(=O)n2c([N+](=O)[O-])cnc2C)c(C)c1	17	-0.4	-8	1.3	9	-14	0.9	-3	1.4	0.1	-0.1
Cc1c(C=O)c2ccccn2c1C(=O)c1cccc([N+](=O)[O-])c1	1	0.1	5	1	16	-2	0.8	5	1	2.9	-0.7
O=C(O)c1nc(-c2ccccc2)n(-c2cccc(C(F)(F)F)c2)n1	4	0.0	7	1.2	-8	-6	1.1	4	1.3	0.9	0.2
CCCC(=O)Nc1nnc(CC(=O)OCC)s1	-6	-0.1	-12	1	13	-10	0.9	0	1	0.8	2.8
C#CCOCCOCCOCCNc1nc(N2CCN(C(=O)[C@H](CCCCN)n3cc([C@@H](N)C(C)CC)nn3)CC2)nc(N2CCN(C(=O)[C@H](CCCCN)n3cc([C@@H](N)CO)nn3)CC2)n1 (stereo partly specified)	5	1.0	-19	1.3	-58	4	1.6	-7	1.5	0.6	0.4
O=C(Nc1nnc(-c2ccc(F)cc2)s1)C1CCN(S(=O)(=O)c2ccc(Cl)cc2)CC1	-17	-0.4	-18	0.9	0	-15	1	2	1	2.5	0.5
O=C(CCN1CCN(CC(=O)Nc2ccccc2Cl)CC1)Nc1ccccc1F	7	0.1	1	0.9	18	-4	0.8	2	0.9	1.0	-1.1
O=C(c1ccc(S(=O)(=O)NCC2CCCO2)cc1)N1CCN(c2ccccc2F)CC1 (stereo unspecified)	6	-0.2	10	1.6	-10	-11	1.1	2	1.5	0.9	-0.1

One compound at a time, from the list above. Screens in order: G6PDH CS	Hsp70 activator	TLR4 MyD88 comp	PMI act	Diaph inh CS	S1P3 antagonist	Diaph act CS	Lmaj promast	PMI act satM6P	RAM inhibit	Redox H2O2 prof
CCCC(=O)Nc1nnc(CC(=O)OCC)s1 across the screens: -6	-0.1	-12	1	13	-10	0.9	0	1	0.8	2.8
C#CCNC(=O)C1=C[C@H](c2coc3ccccc3c2=O)C[C@H](OCCCCO)O1 across the screens: 13	0.0	0	0.9	23	4	0.8	-4	0.9	1.0	1.0
COC(=O)c1nc(NC(=O)C(C)(C)C)n[nH]1 across the screens: -3	-0.2	1	0.9	10	.	0.9	-9	0.9	2.9	-0.5
O=C(O)c1nc(-c2ccccc2)n(-c2cccc(C(F)(F)F)c2)n1 across the screens: 4	0.0	7	1.2	-8	-6	1.1	4	1.3	0.9	0.2
Cc1cccc(OCC(=O)N(C)CCc2ccccn2)c1 across the screens: 1	1.2	10	1	0	.	1	0	1.1	0.5	-2.4

Outcome played no part in choosing rows. About 12% of those tested had a hit in this group.
